Bioassay records deposited in PubChem by Sanford-Burnham Center for Chemical Genomics.
CD11b adhes inh – inhibitors of CD11b/CD18 adhesion to fibrinogen, primary screen, K562 cells, luminescence; AID 1497, 2009; Integrin beta-2 (Homo sapiens) + Integrin alpha-M (Homo sapiens), P05107+P11215; inhibition, % at 10 µM; 93,000 tested, 0.54% active; ATPlite luminescence; Mn2+ added to activate the integrin;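 active means primary inhibition of 50% or more at 10 µM, then 40% or more on retest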; further: some results filed as inactive read as strong as hits
Pyk2 oligo antag – antagonists of Pyk2 self-association, primary screen, Q293 cells, FERM NanoBiT luminescence, HTS; Protein-tyrosine kinase 2-beta (Homo sapiens), Q14289; stronger effect = lower value; z-score (the deposit names both 25 µM and 10 µM); 99,000 tested, 0.83% active; AID 1347419, 2020;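 active means Z-score of -3 or lower, scaled per plate to the spread of control and sample wells; inactive means z-score above -3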;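 further: negative z-score means lost luminescence so less FERM oligomerization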
CD11b adhes enh – enhancers of CD11b/CD18 adhesion to fibrinogen, primary screen, K562 cells, luminescence; Integrin beta-2 (Homo sapiens) + Integrin alpha-M (Homo sapiens), P05107+P11215; ATPlite luminescence; activation, % at 10 µM; 93,000 tested, 0.07% active;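 active means 10 µM primary screen giving 50% or more activity, confirmed by 40% or more on retest at that dose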; further: strong numbers were not always called active; reference of the scale not given here
CYP2C19 inhib – blockers of cytochrome P450 2C19 activity – biochemical, luminescence, ADME assay, primary screen; CYP2C19 Supersomes, luciferin-H EGE luminescence, 30 min; inhibition, % at 5 µM; 96,000 tested, 21% active;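 active means CYP2C19 inhibition above a set limit at 5 µM in the primary screen, cut at about 50% in these data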;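 further: plate controls were negative control wells for no effect and 2.5 mM tranylcypromine positive control for full effect; values of inactives mirror those of a sister screen read the other way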
CYP2C9 inh – blockers of cytochrome P450 2C9 activity – biochemical, luminescence, ADME assay, primary screen; inhibition, % at 5 µM; AID 777, 2007; 96,000 tested, 20% active; CYP2C9 Supersomes, luciferin-H conversion; P11712;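 active means blocking of liver enzyme CYP2C9 beyond about 50% at 5 µM, limit read from the data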; further: values of inactives mirror those of a sister screen read the other way
MT1-MMP txn act – MT1-MMP promoter reporter activation – cell-based, luciferase luminescence, primary screen | activation factor at 10 µM | 86,000 tested, 0.16% active | AID 750, 2007 | HT1080 MT1-MMP promoter luciferase reporter, overnight; stronger effect = higher value;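 active means activation factor of at least 2 for MT1-MMP transcription at 10 µM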
CYP2C19 act – human CYP2C19 activators, primary screen, biochemical, luminescence; activation factor at 5 µM; 96,000 tested, under 10 active; recombinant CYP2C19, luciferin-H EGE luminescence; stronger effect = higher value; 0 = fully inhibited enzyme, 1 = untreated enzyme;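 active means activation factor of at least 2 at 5 µM in the primary screen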;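 further: 0 = wells with 2.5 mM tranylcypromine and 1 = vehicle-only wells; values of inactives mirror those of a sister screen read the other way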
PLAP activator – PLAP enzyme activators, biochemical, luminescence, HTS | Alkaline phosphatase, placental type (Homo sapiens), P05187 | purified PLAP enzyme, luminescent substrate read-out; stronger effect = higher value | activation fold at 20 µM | 96,000 tested, 1.2% active | AID 696, 2007; in the data active means activation fold above about 2
Target sequence (P05187 whole entry, looked up): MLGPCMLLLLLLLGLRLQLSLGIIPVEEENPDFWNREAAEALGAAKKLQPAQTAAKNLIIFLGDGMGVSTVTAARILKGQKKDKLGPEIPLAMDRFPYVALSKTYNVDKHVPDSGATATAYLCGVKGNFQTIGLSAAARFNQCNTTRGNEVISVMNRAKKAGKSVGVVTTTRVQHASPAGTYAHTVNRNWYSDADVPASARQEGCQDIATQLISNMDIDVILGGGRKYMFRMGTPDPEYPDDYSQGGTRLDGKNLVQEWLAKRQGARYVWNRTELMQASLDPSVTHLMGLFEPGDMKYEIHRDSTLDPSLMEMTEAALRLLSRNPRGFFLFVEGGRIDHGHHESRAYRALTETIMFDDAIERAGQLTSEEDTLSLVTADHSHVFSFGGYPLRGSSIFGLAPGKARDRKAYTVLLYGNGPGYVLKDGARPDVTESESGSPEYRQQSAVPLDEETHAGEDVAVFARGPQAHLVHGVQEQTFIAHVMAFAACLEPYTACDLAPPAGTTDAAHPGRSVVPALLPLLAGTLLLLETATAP
CYP2C9 act – human CYP2C9 activators, primary screen, biochemical, luminescence; activation factor at 5 µM; recombinant CYP2C9, luciferin-H conversion; stronger effect = higher value; factor 1 = untreated enzyme, 0 = blocked; 96,000 tested, 1.4% active; Cytochrome P450 2C9 (Homo sapiens), P11712; AID 1024, 2008;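 active means activation factor of 2 or more for CYP2C9 at a 5 µM dose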;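 further: 0 = sulfaphenazole-blocked wells and 1 = vehicle-only wells; values of inactives mirror those of a sister screen read the other way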
* = called active by the depositor; x = not tested or not shown.

CD11b adhes inh,Pyk2 oligo antag,CD11b adhes enh,CYP2C19 inhib,CYP2C9 inh,MT1-MMP txn act,CYP2C19 act,PLAP activator,CYP2C9 act,Structure
-32,0.62,2,-2,4,1,1,0.6,1,CC(C)(C)C(=O)Cn1c(=N)n(Cc2ccccc2Cl)c2ccccc21
-5,0.33,-4,30,-1,1.5,0.7,1,1,Cc1ccc(Oc2ccccc2)c(NC=O)c1
28,-3.3*,5,90*,90*,1.1,0.1,1,0.1,CCc1ccccc1N1CCN(S(=O)(=O)c2ccc(F)c(C)c2)CC1
-6,-0.01,0,18,-47,1.5,0.8,1,1.5,COc1ccccc1-c1nn2c(=O)cc(C)nc2s1
-8,2,-6,-13,-12,1.1,1.1,1.4,1.1,COc1ccc(CN(CC2CCCO2)S(=O)(=O)c2ccc(C(=O)O)cc2)cc1OC (centres undefined)
-17,0.41,16,42,-13,1.2,0.6,1.2,1.1,O=C(COc1ncnc2scc(-c3ccc(F)cc3)c12)NCc1ccco1
-11,-0.55,-2,14,48,1.1,0.9,1.3,0.5,COc1ccc(C2N(C(=O)c3ccccc3)CCN2C(=O)c2ccc(C)cc2)cc1 (centres undefined)
7,0.13,-4,-6,50,1.1,1.1,0.9,0.5,CCn1c(=N)n(CC(=O)C(C)(C)C)c2ccccc21
x,-1.1,x,-1,-14,x,1,1.1,1.1,COc1ccc(/C(N)=N/OC(=O)Cc2ccccc2OC)cc1
2,-1.2,8,30,44,1.1,0.7,1,0.6,O=C(c1ccco1)N1N=C(c2cccs2)CC1c1ccc(F)cc1 (centres undefined)
-3,0.04,2,6,50*,1,0.9,1.3,0.5,C=C(C)Cn1c(=O)c2c(nc3n2CCN3c2cccc(Cl)c2C)n(C)c1=O
-2,x,8,6,-8,1,0.9,1,1.1,CCN1CCN(S(=O)(=O)c2ccc3[nH]c(=O)oc3c2)CC1
-2,0.11,-6,0,1,1,1,0.8,1,O=C1CCC(C(=O)Nc2ccc(OC(F)F)cc2)N1 (centres undefined)
-10,1.7,-3,3,-14,1,1,0.8,1.1,COc1ccc(-c2occ(C(=O)O)c2C(=O)O)cc1
-7,0.09,0,9,44,x,0.9,1.5,0.6,COc1ccc(-c2nc(-n3c(C)c(C(C)=O)c(C(C)=O)c3C)sc2C)cc1OC
1,-0.7,-3,20,43,1.2,0.8,1.4,0.6,Cc1cccc(N2CCN(CC(=O)NCC3CCCCC3)CC2)c1C
-8,0.79,0,-3,3,0.9,1,0.9,1,CC(C)C[C@H](NC(=O)NCc1ccccc1Cl)C(=O)O
24,-0.52,-1,58*,24,1.1,0.4,1.6,0.8,COc1cccc(OC)c1/C(O)=C(\C#N)c1nc2ccccc2[nH]1
x,-0.47,x,0,22,1.1,1,1,0.8,COc1cccc(OC)c1OCCCN1CCOCC1
6,0.17,-2,6,-2,1,0.9,1,1,COc1cccc(C(=O)NC2(C(F)(F)F)N=C3SCCN3C2=O)c1 (centres undefined)
4,-0.44,-4,40,51*,0.9,0.6,1.1,0.5,O=C(Nc1sc2c(c1C(=O)O)CCCCC2)c1ccco1
2,-0.41,1,36,43,1.1,0.6,0.9,0.6,CCCn1c(=O)c(C(=O)NCc2cccnc2)c(O)c2ccccc21
-7,0.18,-4,-7,-6,1.1,1.1,1,1.1,CCCn1c(SCC(=O)c2cc(OC)ccc2OC)nc2c1c(=O)n(C)c(=O)n2C
-4,-0.59,-4,27,-39,1,0.7,0.7,1.4,Cc1cc(SCC(=O)c2ccc3c(c2)OCO3)nc2ccccc12
-1,2.7,2,82*,52*,1.2,0.2,0.9,0.5,COc1ccc(OCC(=O)Nc2ccc(C)cc2)cc1
-10,0.11,-6,9,39,1.2,0.9,1.1,0.6,O=C(NCc1ccco1)C(Cc1ccccc1)NS(=O)(=O)c1cccc2nsnc12 (centres undefined)
-17,-0.06,-3,4,0,1.1,1,0.9,1,COc1cc(OC)c(NC(=O)c2ccco2)cc1Cl
-18,1.4,82,12,37,1,0.9,1.6,0.6,Cc1cccc(C(=O)N=c2c(C#N)cc3c(=O)n4cccc(C)c4nc3n2Cc2ccco2)c1
-6,1.5,0,97*,62*,1.2,0,1.5,0.4,CCOC(=O)C1CCCCN1Cc1ccc(C(F)(F)F)cc1 (centres undefined)
x,-0.05,x,13,27,1.2,0.9,1.4,0.7,COc1ccc(CCN(C)C(=O)C2CCCN(Cc3ccc(OC)c(OC)c3)C2)cc1OC (centres undefined)
3,0.65,-2,36,43,x,0.6,0.9,0.6,CCc1ccc2nc(NC(=O)CCCc3cccs3)sc2c1
95*,-1.9,-7,93*,98*,x,0.1,1.6,0,O=[N+]([O-])c1cc(S(=O)(=O)Nc2cccc(C(F)(F)F)c2)ccc1-n1nnc2ccccc21
x,1.1,x,5,-2,x,1,1,1,Cc1ccc(NC(=O)c2cc(N3C(=O)C4CC=CCC4C3=O)ccc2N2CCCCC2)cc1 (centres undefined)
-1,-1.4,3,33,44,1.2,0.7,1.6,0.6,O=C(c1nn(Cc2ccccc2)c(=O)c2ccccc12)N1CCN(c2ccccn2)CC1
-1,x,0,3,69*,1.1,1,1.4,0.3,Cc1oc(-c2cccs2)nc1CS(=O)CC(=O)NCCCN1CC(C)CC(C)C1 (centres undefined)
4,-0.31,2,-9,9,x,1.1,1.1,0.9,COc1ccc(NC(=S)NC(NC(=O)C(C)C)C(Cl)(Cl)Cl)c([N+](=O)[O-])c1 (centres undefined)
-6,x,-2,-13,-16,1.1,1.1,1.2,1.2,O=C1c2oc3ccccc3c(=O)c2C(c2cccc(O)c2)N1CCCN1CCOCC1 (centres undefined)
-21,0.44,-6,24,-311,x,0.8,1,4.1*,CNc1nc(-c2ccccc2)nnc1C(F)(F)F
-10,0.93,-4,2,2,1.1,1,0.8,1,O=C(Nc1ccccc1)c1cccnc1Nc1ccccc1
5,x,4,73*,85*,1,0.3,1.5,0.2,COc1ccc(C2OC(=O)CC2C(=O)N2CCN(c3cc(Cl)ccc3C)CC2)cc1OC (centres undefined)
-35,0.07,3,9,19,x,0.9,1.7,0.8,CCOC(=O)c1c(N2C(=O)C=CC2=O)sc(C)c1C
3,0.74,5,-8,44,1,1.1,1.4,0.6,Cn1c(SCC(=O)c2ccc3c(c2)OCO3)nnc1C1COc2ccccc2O1 (centres undefined)
4,0.61,-1,54*,21,x,0.5,0.8,0.8,O=C(COC(=O)CCc1ccccc1)Nc1ncc(Cl)cc1Cl
6,-0.77,0,0,31,1.4,1,1,0.7,CCc1cc2c(=O)n(C(C)C(=O)OC3CCCCC3)cnc2s1 (centres undefined)
4,0.12,1,45,2,1,0.6,0.9,1,CCCCOC(=O)C(NC(=O)c1ccccc1)=C(C)C
1,1.2,-6,72*,61*,1.1,0.3,1.2,0.4,COc1ccc(C(NC(=O)c2ccco2)c2ccc(OC)c(OC)c2)cc1OC
10,1.1,-1,2,-10,x,1,1.2,1.1,Cc1cc(C)cc(NC(=O)CN2CCC(NC(=O)Cc3ccccc3)CC2)c1
0,-1.6,2,14,66*,1.1,0.9,0.8,0.3,CCCCN(CCCC)S(=O)(=O)c1ccc(OC)c2ncccc12

13 of the compounds above, with two lines to a compound:
Second line of a record – CD11b adhes inh	Pyk2 oligo antag	CD11b adhes enh	CYP2C19 inhib	CYP2C9 inh	MT1-MMP txn act	CYP2C19 act	PLAP activator	CYP2C9 act
> Cc1ccc(NC(=O)c2cc(N3C(=O)C4CC=CCC4C3=O)ccc2N2CCCCC2)cc1 (centres undefined)
  x	1.1	x	5	-2	x	1	1	1
> O=C(c1nn(Cc2ccccc2)c(=O)c2ccccc12)N1CCN(c2ccccn2)CC1
  -1	-1.4	3	33	44	1.2	0.7	1.6	0.6
> Cc1oc(-c2cccs2)nc1CS(=O)CC(=O)NCCCN1CC(C)CC(C)C1 (centres undefined)
  -1	x	0	3	69*	1.1	1	1.4	0.3
> COc1ccc(NC(=S)NC(NC(=O)C(C)C)C(Cl)(Cl)Cl)c([N+](=O)[O-])c1 (centres undefined)
  4	-0.31	2	-9	9	x	1.1	1.1	0.9
> O=C1c2oc3ccccc3c(=O)c2C(c2cccc(O)c2)N1CCCN1CCOCC1 (centres undefined)
  -6	x	-2	-13	-16	1.1	1.1	1.2	1.2
> CNc1nc(-c2ccccc2)nnc1C(F)(F)F
  -21	0.44	-6	24	-311	x	0.8	1	4.1*
> O=C(Nc1ccccc1)c1cccnc1Nc1ccccc1
  -10	0.93	-4	2	2	1.1	1	0.8	1
> COc1ccc(C2OC(=O)CC2C(=O)N2CCN(c3cc(Cl)ccc3C)CC2)cc1OC (centres undefined)
  5	x	4	73*	85*	1	0.3	1.5	0.2
> CCOC(=O)c1c(N2C(=O)C=CC2=O)sc(C)c1C
  -35	0.07	3	9	19	x	0.9	1.7	0.8
> Cn1c(SCC(=O)c2ccc3c(c2)OCO3)nnc1C1COc2ccccc2O1 (centres undefined)
  3	0.74	5	-8	44	1	1.1	1.4	0.6
> O=C(COC(=O)CCc1ccccc1)Nc1ncc(Cl)cc1Cl
  4	0.61	-1	54*	21	x	0.5	0.8	0.8
> CCc1cc2c(=O)n(C(C)C(=O)OC3CCCCC3)cnc2s1 (centres undefined)
  6	-0.77	0	0	31	1.4	1	1	0.7
> CCCCOC(=O)C(NC(=O)c1ccccc1)=C(C)C
  4	0.12	1	45	2	1	0.6	0.9	1

Rows are unselected. Share with any hit: about 31%.
